DDE Tn6 FP inh: DD(E)-Tn6 binding inhibition, primary FP screen | Fibrin DD(E) TRITC-Tn6 fluorescence polarization displacement | inhibition, % at 8.3 µM | 370,000 tested, 0.21% active | AID 720509;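 active means inhibition above a per-campaign cutoff: mean of compounds within control limits plus 3 SD, cut at about 15% in these data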;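 further: 0% = median of all compound wells on the plate and 100% = blocking peptide control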
Tn7 DDE FP: disrupts Tn7 cyclic peptide binding to fibrin D-Dimer-E complex. FP displacement of FITC-Tn7 peptide from fibrin DD(E); 0% = median of compound wells per plate. 370,000 tested, 0.13% active. inhibition, % at 8.3 µM;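 active means inhibition above the mean of compounds falling within the control limits plus 3 SD of them, cut at about 14% in these data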;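 further: 0% = plate median of compound wells and 100% = 10 µM Aha-Tn7 peptide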
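Also added: labelled Tn7 tracer, 0.1 µM; Assay system: human fibrin DD(E) protein; Amount: 2 µM fibrin DD(E); Schedule: 10 min compound pre-incubation, 3 h probe incubation at room temperature; Repeats: one replicate per compound; Read-out basis: percent inhibition; Measured by: fluorescence polarization of the labelled Tn7 tracer.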
ADAM10 inh: inhibits human ADAM10; inhibition, % at 7 µM; 370,000 tested, 0.62% active; recombinant ADAM10, EDANS/DABCYL FRET peptide cleavage, 3 h; AID 720582; O14672;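 active means inhibition above a per-campaign cutoff equal to the mean of compounds falling between control-based bounds plus 3 SD, cut at about 20% in these data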;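 further: 0% = DMSO wells while the 100% control is not disclosed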
Target sequence (O14672 214-748 limits assumed): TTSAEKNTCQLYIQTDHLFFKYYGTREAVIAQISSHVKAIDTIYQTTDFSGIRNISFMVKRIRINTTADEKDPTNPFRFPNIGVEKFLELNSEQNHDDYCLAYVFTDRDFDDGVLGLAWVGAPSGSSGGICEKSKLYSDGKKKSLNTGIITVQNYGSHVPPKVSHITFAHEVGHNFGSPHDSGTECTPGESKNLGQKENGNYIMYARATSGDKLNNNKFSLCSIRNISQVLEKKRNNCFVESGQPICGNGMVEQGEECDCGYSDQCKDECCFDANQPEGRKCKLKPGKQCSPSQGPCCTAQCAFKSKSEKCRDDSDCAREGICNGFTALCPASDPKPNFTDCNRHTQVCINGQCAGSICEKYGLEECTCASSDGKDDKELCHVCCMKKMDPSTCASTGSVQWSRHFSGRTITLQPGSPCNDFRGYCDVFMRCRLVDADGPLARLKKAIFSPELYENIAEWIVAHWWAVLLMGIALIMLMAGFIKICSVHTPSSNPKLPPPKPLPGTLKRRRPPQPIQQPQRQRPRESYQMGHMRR
ADAM17 inh: inhibits human ADAM17 | P78536 | recombinant ADAM17, EDANS/DABCYL FRET peptide cleavage | inhibition, % at 6.95 µM | 370,000 tested, 0.83% active | AID 720648;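 active means inhibition above the mean of compounds lying between control limits plus 3 SD, set per campaign, cut at about 8.5% in these data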;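 further: 0% = DMSO-only wells as the low control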
SIAE primary: human SIAE inhibition, primary screen | Q9HAT2 | SIAE FP-Rh probe binding, fluorescence polarization | inhibition, % at 9.66 µM | 370,000 tested, 0.69% active | AID 1053197;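 active means inhibition above a cutoff: mean of compounds within the control limits plus 3 SD of those, cut at about 17% in these data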;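 further: 0% = plate median of compound wells and 100% = probe without SIAE protein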
ASAP1 inh: blocks human ASAP1-stimulated Arf1 GTP hydrolysis. Q9ULH1. GDP FP detection. inhibition, % at 16.5 µM. 360,000 tested, 0.19% active; in the data active means inhibition above about 25%;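 further: 0% = vehicle with enzyme and substrate and 100% = no enzyme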
PLC-gamma1 inh: inhibitors of human phospholipase C gamma1; P19174; purified PLC-gamma1, fluorogenic substrate, fluorescence; inhibition, % at 12.2 µM; 370,000 tested, 0.84% active; in the data active means inhibition above about 9.5%
ARFGAP1 inhibitor: inhibitors of rat ARFGAP1. Q62848. Arfgap1-stimulated ARF1 GTP hydrolysis, GDP FP detection. inhibition, % at 16.5 µM. 360,000 tested, 0.26% active. AID 651572;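 active means inhibition above a per-plate limit, mean inhibition of low control wells plus 3 SD, cut at about 25% in these data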;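 further: 0% = DMSO wells with enzyme and 100% = wells lacking Arfgap1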
Target sequence (Q62848 1-136 limits assumed): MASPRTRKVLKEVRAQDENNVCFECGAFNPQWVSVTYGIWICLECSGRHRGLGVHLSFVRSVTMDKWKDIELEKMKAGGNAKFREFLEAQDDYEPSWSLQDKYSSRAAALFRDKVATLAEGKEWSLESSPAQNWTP
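Material: rat Arfgap1 GAP domain (His6, aa 1-136), purified enzyme. Also added: human ARF1(Δ1-17)-GTP substrate. Compound dosing: 16.5 µM single point, 1.26% DMSO. Timing: enzyme reaction 120 min at 25 °C after 20 min preincubation. Signal: GDP detection by fluorescence polarization. Read-out basis: percent inhibition of GAP-stimulated GDP formation, scaled between DMSO and no-Arfgap1 medians.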
TDP2 absorb: TDP2 (human) inhibition, absorbance primary screen. O95551. recombinant TDP2, T5PNP hydrolysis, p-nitrophenol absorbance 415 nm. inhibition, % at 12.8 µM. 370,000 tested, 0.34% active. AID 720702;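 active means inhibition above the mean of all tested compounds plus 3 SD, set per campaign, cut at about 25% in these data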;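 further: 0% = DMSO with enzyme and 100% = buffer with substrate but no TDP2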
Target sequence (O95551 whole entry, looked up): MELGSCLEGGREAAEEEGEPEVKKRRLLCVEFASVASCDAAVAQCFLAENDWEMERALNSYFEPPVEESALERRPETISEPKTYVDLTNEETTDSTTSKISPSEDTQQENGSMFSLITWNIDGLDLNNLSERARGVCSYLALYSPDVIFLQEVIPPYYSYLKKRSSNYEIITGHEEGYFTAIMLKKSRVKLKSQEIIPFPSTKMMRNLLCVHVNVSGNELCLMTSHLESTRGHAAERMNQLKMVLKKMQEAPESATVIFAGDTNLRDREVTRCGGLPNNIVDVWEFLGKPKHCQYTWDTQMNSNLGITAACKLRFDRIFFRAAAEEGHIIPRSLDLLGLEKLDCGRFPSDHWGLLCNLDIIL
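Evaluation: % inhibition relative to enzyme-containing and enzyme-free wells. Material: recombinant human TDP2. Benchmarks: enzyme-free and DMSO wells. Timing: enzyme reaction with compound for 2 h at 37 °C. Compound dosing: 12.8 µM only. Measured by: p-Nitrophenol epi absorbance. Reagent: T5PNP substrate at 5 mM, a TopII-DNA adduct mimic. Replication: single well per compound.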
PLC-beta3 inh: inhibitors of human phospholipase C beta3. Q01970. Purified PLC-beta3, fluorogenic substrate, fluorescence. inhibition, % at 12.2 µM. 370,000 tested, 0.18% active. AID 720704; in the data active means inhibition above about 11%;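 further: 0% = median of compound wells on plate and 100% = full blocker control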
An asterisk follows results filed as active; i = inactive; nt = not tested or not shown. This is a random part of the collection; about 3.6% have a hit in one of these screens.

SMILES	DDE Tn6 FP inh	Tn7 DDE FP	ADAM10 inh	ADAM17 inh	SIAE primary	ASAP1 inh	PLC-gamma1 inh	ARFGAP1 inhibitor	TDP2 absorb	PLC-beta3 inh
C/C(CC(=O)NCc1ccco1)=N\NC(=O)Cc1ccc(Cl)cc1	4	3	1	-6	3	4	0	-2	-4	-1
Cc1ccc(CC2CC(=O)N(c3cc(C)ccc3C)C2=O)cc1 (stereo not drawn)	-2	-2	4	0	-5	0	1	-7	10	-1
O=C(CCc1ccccc1)N1CCN(c2ccc([N+](=O)[O-])cc2)CC1	2	5	1	1	1	8	3	13	-7	1
COc1ccccc1C1CCN(C(=S)Nc2ccc(Br)cc2)CC1	0	4	9	8	-8	7	1	-3	0	-7
O=C1CC(C(=O)Nc2ccc(C(=O)O)cc2)C(c2ccccc2)O1 (stereo not drawn)	1	-1	4	1	-8	-6	3	2	-9	2
O=C(CCc1ccccc1)NNC(=O)Cc1ccccc1	-3	0	-3	-1	3	-16	2	1	-2	3
CC1(c2ccc(Cl)c(Cl)c2)NC(=S)N2C1NC(=S)N2c1ccccc1 (stereo not drawn)	2	4	4	-3	1	10	0	-5	3	1
CCOC(=O)C1CCN(C(=O)Cn2cnc3sc(C)c(S(=O)(=O)N4CCC(C)CC4)c3c2=O)CC1	2	5	-2	-2	6	-16	0	11	-8	-7
Cc1noc(C)c1C(=O)Nc1nc(-c2cccs2)cs1	3	12	-7	-8	0	-9	-2	0	1	-6
O=C(Nc1cccc(Cl)c1)Nc1ccc2c(c1)OCO2	-5	0	16	5	11	2	2	3	-3	4
Cc1cc(-c2ccccc2)nc(N(C)NC(=O)c2ccc(Cl)cc2)c1S(C)(=O)=O	-5	1	9	0	-2	-2	-2	3	12	1
OCCNCc1c(OCc2ccc(Cl)cc2)ccc2ccccc12	6	1	-2	-4	-2	-19	2	8	0	-4
COc1cccc(-c2cc(C(=O)N3N=C(C)CC3(O)C(F)F)c3ccccc3n2)c1 (stereo not drawn)	0	2	2	0	-6	14	-9	3	-6	-9
O=C(Nc1ccccc1C(=O)NCc1ccco1)NC1CCCCC1	-12	-5	-3	-1	3	3	-10	7	5	-18
COc1ccc(/C=C(\NC(=O)c2ccccc2)C(=O)OC[C@@H]2CCC[N+]3(C)CCCCC23)cc1OC (stereo partly drawn)	-4	-2	-8	-3	5	3	-8	6	4	-5
COc1cccc(NC(=O)COC(=O)c2c(C)noc2C)c1	5	7	3	-3	-7	-6	-3	5	0	1
CC1C(=O)NN=C1C(=O)N/N=C/c1ccco1 (stereo not drawn)	2	-1	-10	-2	3	-4	0	1	-3	0
O=C(CSc1nnc(-c2ccc(F)cc2)n1-c1ccccc1)NCCN1C(=O)CSC1=O	8	1	-3	-2	2	-1	-2	-1	-6	2
CC(C)S(=O)(=O)C1=NSC2=NC(=O)/C(=C\c3ccc(OC(=O)c4ccco4)cc3)C(=N)N21	-7	-9	-32	-11	-11	0	-11	0	3	-18
CCn1ncc(/C=C/C(=O)c2ccccc2)c1C	3	-4	-45	-3	4	0	3	2	-5	-4
O=C1C(Cl)=C(N2CCOCC2)C(=O)N1c1ccc(Br)cc1	-5	5	-3	-4	3	-16	-2	-7	4	-6
O=C(COC(=O)CCc1nc2ccccc2s1)Nc1ccc(S(=O)(=O)N2CCOCC2)cc1	-1	-1	1	-2	-4	15	1	3	-1	2
CCC(=O)NC(c1ccc(OC)c(OC)c1)c1cc(Cl)c2cccnc2c1O (stereo not drawn)	11	4	3	1	26*	-12	-13	4	-4	-17
Nc1ccc2nc(-c3ccccc3)[nH]c2c1	-6	-3	i	i	8	-1	i	9	-2	i
CN(Cc1ccccc1)C1CCCN(C(=O)c2ccc(Cl)s2)C1 (stereo not drawn)	1	-8	-2	-1	-2	-7	0	-7	5	-5
Cn1c(-c2ccccn2)[n+](C)c2ccccc21	-2	-1	-1	-2	-1	9	0	8	11	3
CC(=C/c1ccc(C(C)C)cc1)/C=N/NC(=O)Cn1nc(C)cc1C	-3	-5	7	1	4	-3	0	7	-6	4
Cc1cc(N2CCCC(C(=O)Nc3ccc4c(c3)CCC4)C2)n2ncnc2n1 (stereo not drawn)	0	-1	-2	5	-2	-3	4	-3	-3	-2
COc1ccc(CCC(=O)OCC(=O)Nc2sccc2C#N)cc1	-7	-1	-18	-7	0	-7	-6	-12	5	-14
Cc1ccc2c(c1)N(Cc1ccccc1)C(=O)C(C)O2 (stereo not drawn)	-3	-3	2	0	0	7	-2	8	8	0
Cc1cc(O)ccc1-c1cc(C(=O)NCc2cc(C(F)(F)F)cc(C(F)(F)F)c2)[nH]n1	-6	-2	20*	6	-24	-13	-1	24	-6	-4
Cc1cc(NS(=O)(=O)c2ccc(NC(=O)CSc3nnc(SCc4ccc(F)cc4)s3)cc2)nc(C)n1	-5	0	-6	2	-9	nt	6	nt	-14	-3
O=C(C[C@@H]1C/C=C\C[C@H](NC(=O)OCC2c3ccccc3-c3ccccc32)C(=O)OC[C@@H]2CCCN2C1=O)N[C@@H](CO)Cc1ccccc1	3	6	0	0	6	-14	1	8	0	-1
N#CCC(=O)N/N=C/c1ccc(Sc2nc3ccccc3s2)o1	4	-8	-5	-1	-14	3	-3	9	9	-3
Cc1cc(C)cc(N(C(=O)CNC(=O)c2ccco2)C(C(=O)NC2CCCCC2)c2ccncc2)c1 (stereo not drawn)	-5	-6	-4	-4	-2	-7	-2	4	6	-5
c1ccc(-c2ccccc2-c2nc(-c3cccnc3)no2)cc1	7	-5	-2	-3	-3	4	2	2	-2	1
COc1cccc(CN2CCCC(C(=O)N3CCCCC3)C2)c1 (stereo not drawn)	-1	-10	-5	-4	-4	-5	1	10	7	-2
CN1CCN(C(=O)C(N)Cc2ccccc2)CC1 (stereo not drawn)	1	12	-2	-2	5	5	-4	-5	5	-3
Cc1noc(C)c1COc1ccccc1C(=O)N1CCN(S(=O)(=O)c2ccccc2Br)CC1	3	4	9	2	3	-6	0	-17	-6	-5
O=C(COC(=O)CNC(=O)C1CCCCC1)Nc1ccc(Cl)cc1F	-1	0	-7	-3	9	-4	0	-7	4	-4

2 entries picked at random from the list so far, as already listed:
SMILES	DDE Tn6 FP inh	Tn7 DDE FP	ADAM10 inh	ADAM17 inh	SIAE primary	ASAP1 inh	PLC-gamma1 inh	ARFGAP1 inhibitor	TDP2 absorb	PLC-beta3 inh
COc1cccc(CN2CCCC(C(=O)N3CCCCC3)C2)c1 (stereo not drawn)	-1	-10	-5	-4	-4	-5	1	10	7	-2
Cc1cc(C)cc(N(C(=O)CNC(=O)c2ccco2)C(C(=O)NC2CCCCC2)c2ccncc2)c1 (stereo not drawn)	-5	-6	-4	-4	-2	-7	-2	4	6	-5

Remaining list, next part.
SMILES	DDE Tn6 FP inh	Tn7 DDE FP	ADAM10 inh	ADAM17 inh	SIAE primary	ASAP1 inh	PLC-gamma1 inh	ARFGAP1 inhibitor	TDP2 absorb	PLC-beta3 inh
CC(Oc1ccc(Cl)cc1)C(=O)Nc1sccc1C(N)=O (stereo not drawn)	-1	4	2	-4	-9	1	-5	-10	-10	-15
Cc1c(CCO)c(=O)[nH]n1C(=O)c1c(F)cccc1F	0	0	9	1	2	-2	7	10	-5	7
CC(C)C[C@H]1CN([C@@H](Cc2ccc(O)cc2)CN2CCC[C@@H]2CN2C(=S)NC[C@@H]2Cc2ccccc2)C(=S)N1CCc1ccccc1	-7	0	13	8.9*	-9	6	6	5	6	2
O=C(c1cnn2c(C(F)F)cc(-c3ccccc3)nc12)N1CCSCC1	2	-1	-5	0	2	-2	-10	1	-3	-8
CCN(CC(=O)Nc1c(F)cccc1F)C(=O)c1ccc(C(F)(F)F)cc1	3	-2	-6	2	3	-5	6	10	-4	-3
O=C(C1CCC1)N1CCc2cc(S(=O)(=O)N3CCN(c4ccccc4F)CC3)ccc21	0	2	-6	-1	-1	nt	0	nt	-3	2
COc1cccc2sc(N3CCN(C(=O)c4ccco4)CC3)nc12	-2	1	-7	1	-2	2	0	11	1	-3
Cc1cc(N2CCN(C(=O)c3ccco3)CC2)c2ccccc2n1	1	-9	4	1	5	3	1	3	3	-9

Of the compounds above, these have two or more sulfur atoms.
SMILES	DDE Tn6 FP inh	Tn7 DDE FP	ADAM10 inh	ADAM17 inh	SIAE primary	ASAP1 inh	PLC-gamma1 inh	ARFGAP1 inhibitor	TDP2 absorb	PLC-beta3 inh
CC1(c2ccc(Cl)c(Cl)c2)NC(=S)N2C1NC(=S)N2c1ccccc1 (stereo not drawn)	2	4	4	-3	1	10	0	-5	3	1
CCOC(=O)C1CCN(C(=O)Cn2cnc3sc(C)c(S(=O)(=O)N4CCC(C)CC4)c3c2=O)CC1	2	5	-2	-2	6	-16	0	11	-8	-7
Cc1noc(C)c1C(=O)Nc1nc(-c2cccs2)cs1	3	12	-7	-8	0	-9	-2	0	1	-6
O=C(CSc1nnc(-c2ccc(F)cc2)n1-c1ccccc1)NCCN1C(=O)CSC1=O	8	1	-3	-2	2	-1	-2	-1	-6	2
CC(C)S(=O)(=O)C1=NSC2=NC(=O)/C(=C\c3ccc(OC(=O)c4ccco4)cc3)C(=N)N21	-7	-9	-32	-11	-11	0	-11	0	3	-18
O=C(COC(=O)CCc1nc2ccccc2s1)Nc1ccc(S(=O)(=O)N2CCOCC2)cc1	-1	-1	1	-2	-4	15	1	3	-1	2
Cc1cc(NS(=O)(=O)c2ccc(NC(=O)CSc3nnc(SCc4ccc(F)cc4)s3)cc2)nc(C)n1	-5	0	-6	2	-9	nt	6	nt	-14	-3
N#CCC(=O)N/N=C/c1ccc(Sc2nc3ccccc3s2)o1	4	-8	-5	-1	-14	3	-3	9	9	-3
CC(C)C[C@H]1CN([C@@H](Cc2ccc(O)cc2)CN2CCC[C@@H]2CN2C(=S)NC[C@@H]2Cc2ccccc2)C(=S)N1CCc1ccccc1	-7	0	13	8.9*	-9	6	6	5	6	2

Screening data from PubChem BioAssay.
